Bioassay records from PubChem.
M17LAP inhibition: P. falciparum M17LAP inhibitors, primary screen, biochemical, fluorogenic H-Leu-NHMec substrate, 1536-well (AID 1619); recombinant M17LAP, H-Leu-NHMec fluorogenic kinetic assay; higher % means a stronger effect; inhibition, % at 30 µM, or IC50 in µM where a hit was titrated; 0.38% of 220,000 active;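 active means compound inhibiting the enzyme by more than half at any dose during confirmatory dose-response retesting; inconclusive means strong single-dose inhibitors picked by rank but not retested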;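 further: plate controls were full reaction with DMSO carrier for no effect and no enzyme background for full effect; strong numbers were not always called active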
NOD1 inhibition: NOD1 signaling inhibitors, primary screen, cell-based, luminescence, uHTS (AID 1578); NOD1-driven NF-kB luciferase reporter cells, luminescence; higher % means a stronger effect; one-dose inhibition, % at 4 µM; EC50 in µM for titrated hits; 1% of 290,000 active; in the data active means inhibition mostly above about 36%, no sharp cut-off; inactive means mostly below about 34%;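 further: HEK-293T reporter cells stimulated with the NOD1 agonist gamma-tri-DAP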
HEK293 NOD2/NF-kB: NOD2 signaling inhibitors, cell-based, luminescence, uHTS, HEK293 (AID 1566) | 0.63% of 290,000 active | inhibition, % at 4 µM; hits with a dose series show EC50 in µM | HEK293 NOD2/NF-kB luciferase reporter, luminescence; higher % means a stronger effect; in the data active means inhibition above about 50%; further: many of its hits are not listed in these tables
Dynein transport: dynein cargo transport inhibition; z-score, hits read low; 0.47% of 220,000 active; 3617.4 mouse cells, GR-EGFP nuclear translocation imaging; test concentration mostly 20 µM; stimulated with dexamethasone, 1 µM; active compounds read low; AID 1381;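 active means plate z-score of nuclear minus cytoplasmic receptor signal below a set negative limit, without overly bright fluorescence or cell loss, cut at about -3.5 in these data, passing the limit was not always enough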;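 further: z-score of nuclear minus cytoplasmic ring GR-EGFP intensity difference per well; some compounds called inactive have numbers as strong as hits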
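Buffer or medium – tet-free medium with charcoal-stripped serum · Signal – automated 10x imaging of fixed Hoechst-stained cells · Also added – dexamethasone agonist, 1.0 µM final, for 30 min · Incubation – induction 48 h, compound 1 h, agonist 30 min · Read-out – GR-EGFP nuclear translocation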
Yfh1-depleted yeast: mitochondrial function rescue without frataxin homolog – Friedreich's ataxia, plus single-dose screen, dose response (AID 1465). fold induction at 50 µM; hits with a dose series show EC50 in µM. 0.074% of 220,000 active. S. cerevisiae Yfh1-off respiration, WST-1 reduction, 72 h; higher fold induction means a stronger effect;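 active means fold induction of absorbance versus untreated yeast above a set limit, then at least 30% activation at any dose in follow-up; inconclusive means repeats straddling the limit, or above it without dose testing; inactive means fold induction below the set limit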;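 further: activators that raise dye reduction in frataxin-depleted yeast; strong numbers were not always called active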
Autophagy HCS: alters autophagy in cells; AID 463193; MEF GFP-LC3 puncta imaging; test concentration mostly 10 µM; calls only at 10 µM (by protocol); 0.98% of 190,000 active;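 active means percentage of spot-positive cells more than 3 SD above its plate mean, without a fluorescence outlier flag or 80% toxicity; inconclusive means no clear call, values can overlap the other calls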;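 further: spot-positive cell cutoff set from DMSO-treated cells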
MT stabilize HCS: microtubule stabilization, imaging screen; HeLa tubulin immunostaining HCS, 24 h; share of cells brighter than vehicle mean+2SD; 0.83% of 200,000 active; AID 2205; % tubulin-high responders, % at 10 µM;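 active means plate Z-score above 3 for both tubulin-high and condensed-nucleus cell shares, with cell loss under 80%, at 10 µM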;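 further: anti alpha tubulin signal scored within the nucleus-defined area of each cell; some results filed as inactive read as strong as hits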
Ins promoter up: MIN6 insulin promoter up-regulation. MIN6 insulin promoter-GFP reporter, high-content imaging; active compounds read high. AID 1625. 0.3% of 190,000 active. z-score at 5 µM;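 active means z-score above 3 at 5 µM with at least 500 cells counted in the well; inconclusive means wells under 500 cells, flagged as cytotoxic or low count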
b-catenin transl: beta-catenin nuclear translocation modulation | HeLa beta-catenin nuclear translocation, immunofluorescence imaging | 0.3% of 190,000 active | nuclear translocation activity, % at 5 µM;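 active means nuclear translocation activity above 50% at 5 µM, with a well cell count of 50 or more; inconclusive means wells under 50 cells across six images, flagged as toxic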;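 further: per-cell ratio of nuclear to cytoplasmic median beta-catenin stain intensity; plate controls were DMSO negative control for no effect and GSK-3 inhibitor IX positive control for full effect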
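test system = HeLa cells, endogenous beta-catenin | dosing = single 5 µM dose plus 0.02–20 µM confirmation series | times = compound treatment 24 h, 37°C, 5% CO2 | technique = beta-catenin immunofluorescence imaging with DAPI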
Dynein transport cytoplasmic EGFP: further read-out of Dynein transport, marked with its call; z-score; measured here: cytoplasmic GR-EGFP intensity; active compounds read high
Dynein transport nuclear GR-EGFP: recorded beside Dynein transport, whose call it bears; z-score; measured here: nuclear GR-EGFP intensity;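 lower value marks the stronger effect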
Dynein transport cell count: also measured in Dynein transport; calls as there; z-score; measured here: cell count per field
Ins promoter up cell count: recorded beside Ins promoter up, whose call it bears; cell count; measured here: cytotoxicity, nuclei count;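 total cells summed across four imaged fields per well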
b-catenin transl cell count 5 µM: recorded beside b-catenin transl, whose call it bears; cell count; measured here: cell count, cytotoxicity flag
MT stabilize HCS Hoechst-high %: also measured in MT stabilize HCS; calls as there; % Hoechst-high responders; measured here: nuclear condensation Hoechst responders;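 share of cells brighter than vehicle mean plus two SD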
MT stabilize HCS cytotoxicity %: also measured in MT stabilize HCS; calls as there; toxicity, %; measured here: cytotoxicity by cell density;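 0% = mean cell density of plate MIN control wells and 100% = no cells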
Autophagy HCS cell loss 18 h: second read-out of Autophagy HCS, no call of its own (marks repeat the call); toxicity, %; measured here: cell loss, nuclei count;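 cell loss after 18 h compound exposure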
An asterisk follows results filed as active; i = inactive; ? = inconclusive; / = no result given. Some of the compounds tested; the hit share may differ from the screen's.

SMILES	M17LAP inhibition	NOD1 inhibition	HEK293 NOD2/NF-kB	Dynein transport	Dynein transport cytoplasmic EGFP	Dynein transport nuclear GR-EGFP	Dynein transport cell count	Yfh1-depleted yeast	Autophagy HCS	Autophagy HCS cell loss 18 h	MT stabilize HCS	MT stabilize HCS Hoechst-high %	MT stabilize HCS cytotoxicity %	Ins promoter up	Ins promoter up cell count	b-catenin transl	b-catenin transl cell count 5 µM
COc1cc(/C=N/NC(=O)c2ccc([N+](=O)[O-])cc2Cl)cc(Br)c1O	5%	-7%	23%	0.49	-0.19	0.82	-0.81	i	i	24	4.2	3.1	1.3	-0.1	1468	-2.3	1123
Cc1cccc(C)c1OCC(=O)Nc1ccccc1C(F)(F)F	6%	-20%	-3%	1.1	-0.26	0.97	-0.75	i	i	13	4.7	2.7	2.2	0.35	1685	-4.7	1098
O=C(CCn1nnc2ccccc21)Nc1nnc(COc2ccc(F)cc2)s1	-10%	2%	6%	2	-0.16	1.4	-1.4	i	i	5	3.2	3.3	11	/	/	-3.4	1066
O=C(COc1ccc2ccccc2c1)NNC(=O)c1cccs1	10%	-24%	10%	-0.02	-0.25	-0.12	0.4	i	i	2	2.3	3.2	6.3	0.02	1163	/	/
CCOC(=O)C1=C(C)NC(C)=C(C(=O)OCC)C1c1cc2ccc(C)cc2[nH]c1=O	-4%	17%	-32%	-0.36	-0.18	0.12	-0.64	i	i	8	45*	30*	29*	-0.23	826	/	/
NC1C2CN(c3nc4c(cc3F)c(=O)c(C(=O)O)cn4-c3ccc(F)cc3F)CC12 (stereo not given)	-2%	/	39%	-0.73	-0.23	-0.35	0.077	i	i	-6	8.5	3.8	3.3	-0.14	1219	1.5	1348
Cc1cc(C(F)(F)F)n(-c2nc(C(=O)O)cs2)n1	2%	-15%	16%	0.91	-0.17	0.39	0.42	i	i	0	3.7	2.8	5.5	-0.76	1198	1.4	1053
COc1ccc(-n2c(CNC(=O)c3cc(OC)c(OC)c(OC)c3)n[nH]c2=S)cc1	18%	3%	8%	0.71	-0.23	0.72	-1.3	i	i	3	3.9	2.1	1.8	-0.23	1567	0.6	1491
Cc1c(NC(=O)Nc2ccccc2Cl)c(=O)n(-c2ccccc2)n1C	8%	-14%	23%	-0.65	-0.27	-0.14	0.32	i	i	-19	3.4	1.9	4.4	-0.76	1284	3.7	1032
CC(Sc1ccc(Cl)cc1)C(=O)NCc1cccnc1 (stereo not given)	15%	1%	-4%	0.31	0.93	0.46	-0.17	i	i	-10	2.6	1.4	6.4	?	/	/	/
O=S(=O)(NCCSc1ccccn1)c1ccc(Br)cc1	-7%	-30%	5%	-0.5	-0.019	-0.38	0.91	i	i	1	0.8	1.7	6.1	0.36	1371	-3.2	1072
CCOc1ccc(NS(=O)(=O)c2cnc(Cl)c(Cl)c2)cc1	5%	-9%	18%	-0.74	0.18	0.2	0.16	i	i	25	16*	15*	18*	0.43	1153	3.5	504
CC(CC(=O)Nc1ccncc1)c1ccccc1 (stereo not given)	-7%	1%	10%	-0.35	-0.19	0.0091	0.085	i	i	1	6.5	3.3	3.0	/	/	/	/
CC(Sc1nnc(-c2cccs2)n1-c1ccccc1)C(=O)NCc1ccco1 (stereo not given)	9%	3%	4%	-0.77	-0.24	-0.41	0.9	i	i	-5	3.1	1.9	4.1	-0.14	885	-7.2	1247
Cc1cccc(NC(=O)C2NC(=O)CC2c2ccccc2)c1C (stereo not given)	10%	10%	0%	1.2	-0.21	0.76	-0.23	i	i	16	7.1	1.6	6.2	-0.23	670	/	/
CCCN(CCC)c1nc2ccccc2nc1C(C#N)C(=O)OCCOC (stereo not given)	-42%	-3%	4%	-1.6	-0.13	-0.79	0.052	i	i	8	1.8	1.3	8.1	-0.04	1758	-0.4	1058
O=C(C1CCN(S(=O)(=O)N2CCCCC2)CC1)N1CCCCC1	-32%	-3%	-11%	-0.9	-0.23	0.055	0.28	i	i	2	4.7	1.7	15	0.32	1178	-4.1	555
Oc1ccc(NC(=S)Nc2ccc(O)cc2)cc1	/	18%	1%	-0.71	-0.3	-0.0034	0.56	i	i	20	0.8	1.5	4.3	0	1414	1.6	957
O=C(COC(=O)c1ccc(Sc2ccccc2)c([N+](=O)[O-])c1)NC1CCS(=O)(=O)C1 (stereo not given)	12%	-32%	2%	-0.17	-0.27	-0.38	0.41	i	i	3	1.8	1.7	4.2	0.46	1341	0.6	547
CCOc1cc(-c2noc(CCC(=O)N3CCOCC3)n2)ccc1OC	-1%	-2%	3%	0.29	-0.16	0.38	-0.44	i	i	16	2.7	3.3	14	0.1	1270	-4.9	964
COc1ccc(CCN2CC(C(=O)NCCc3ccccc3)CC2=O)cc1OC (stereo not given)	7%	-28%	-58%	-0.51	0.28	-0.27	0.12	i	i	7	4.5	1.2	2.3	-0.65	1039	-1.2	1059
CCOC(=O)c1nn(-c2ccc(C)cc2)c2nc(Nc3ccccc3)cc(=O)n12	3%	1%	-2%	0.048	0.031	0.43	-0.49	i	i	20	2.0	2.2	6.5	-1.5	846	-4.9	1266
Cn1c(-c2cc3c(C(F)(F)F)nn(C)c3s2)n[nH]c1=S	-5%	10%	10%	-0.46	-0.18	-0.74	0.86	i	i	5	2.0	1.0	2.3	/	/	/	/
O=C(CCc1ccccc1)Nc1ccccc1	/	-37%	-41%	0.75	-0.28	0.96	-0.24	i	i	4	2.2	0.5	7.8	0.58	1580	-1.6	1498
Cc1[nH]c2ccccc2c1C(=O)CN1CCCC1	-8%	-27%	-12%	-0.82	-0.056	-0.48	0.79	i	i	14	3.0	1.8	0.1	0.04	1212	-3.2	901
CC(C)COc1ccc(C(=O)N/C(=C/c2cccc([N+](=O)[O-])c2)C(=O)O)cc1	-4%	19%	13%	1.7	-0.22	1.3	-1	i	/	/	/	/	/	-1.4	1020	-3.6	1138
CN(C)S(=O)(=O)c1ccc(Cl)c(NC(=O)CSc2nnnn2-c2ccc(O)cc2)c1	0%	-14%	6%	-0.8	-0.4	-0.75	2	i	i	3	1.2	1.5	4.2	0.97	1645	-3.7	962
O=C(/C=C\c1ccccc1)Nc1ccc(NC(=O)c2ccco2)cc1	3%	-16%	-1%	-0.47	0.79	-0.2	-0.31	i	i	-3	3.2	0.9	9.4	-0.28	1329	-2.1	1163
COc1ccc(-c2cc(=O)[nH]c(NCc3ccccc3)n2)cc1	-9%	33%	-52%	0.14	-0.31	-0.017	0.86	i	i	3	1.8	1.7	9.0	-0.08	1252	0.5	1045
Cc1cc(=O)n2nc(N3CCCC(C(=O)N4CCOCC4)C3)sc2n1 (stereo not given)	1%	-15%	1%	-0.0071	-0.25	0.77	0.83	i	i	-2	3.7	2.3	13	0.76	1166	3.8	1146
O=C1CC2CS(=O)(=O)CC2N1c1ccc(Cl)cc1Cl (stereo not given)	-10%	-27%	-2%	1.4	-0.24	1.1	-0.32	i	i	-1	2.3	0.3	16	-0.37	1329	-0.4	605
CCC(C)(C)n1nnnc1CN1CCN(C(c2ccccc2)c2ccccc2)CC1	7%	-12%	18%	-0.4	0.02	-0.59	-0.0033	i	i	8	3.9	1.2	5.3	?	/	-3.1	1255
